ABCB1 inh = inhibitors of human ABCB1 transporter, ABCG2 counter-screen; hit rate 0.067% among 190,000; CCRF-Adr cells, JC-1 efflux, flow cytometry; AID 1326; P08183; inhibition, % at 6.6 µM; in the data active = inhibition above about 40%;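 note: 0% = vehicle and 100% = reference inhibitor; higher value means more JC-1 retained so stronger ABCB1 efflux block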
Bfl-1 Bim block = inhibitors of Bim-Bfl-1 interaction, human; AID 1008; hit rate 0.12% among 190,000; inhibition, % at 10 µM; Bead-based flow cytometry, Bim-Bfl-1 binding inhibition;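 note: 0% = wells without compound plus tracer and 100% = blocker peptide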
Bcl-2 Bim block = human Bim-Bcl-2 interaction inhibition | P10415 | Bead-based flow cytometry, Bim peptide-Bcl-2 binding | inhibition, % at 10 µM | hit rate 0.06% among 190,000 | AID 950; in the data active = inhibition above about 40%; inconclusive = no clear call, values can overlap the other calls;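 note: 0% = no compound wells with probe peptide and 100% = reference peptide inhibitor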
RGS4-Gao reg = modulates binding of RGS4 to human Galphao; Multiplexed bead flow cytometry; actives lie on both sides; binding response (% of control), % at 10 µM; hit rate 0.33% among 220,000; AID 1415; in the data active = binding response below about 49% or above about 150%; inactive = in between;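 note: fluorescent Galphao activated with aluminum fluoride binding bead-coupled RGS4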
ABCG2 block = human ABCG2 inhibition, ABCB1 as counter-screen. IgMXP3 cells, JC-1 efflux, flow cytometry. inhibition, % at 6.6 µM. hit rate 0.1% among 190,000. AID 1325;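 active = inhibition above 80%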;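 note: 0% = DMSO and 100% = nicardipine control wells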
Target sequence (Q9UNQ0 whole entry, looked up): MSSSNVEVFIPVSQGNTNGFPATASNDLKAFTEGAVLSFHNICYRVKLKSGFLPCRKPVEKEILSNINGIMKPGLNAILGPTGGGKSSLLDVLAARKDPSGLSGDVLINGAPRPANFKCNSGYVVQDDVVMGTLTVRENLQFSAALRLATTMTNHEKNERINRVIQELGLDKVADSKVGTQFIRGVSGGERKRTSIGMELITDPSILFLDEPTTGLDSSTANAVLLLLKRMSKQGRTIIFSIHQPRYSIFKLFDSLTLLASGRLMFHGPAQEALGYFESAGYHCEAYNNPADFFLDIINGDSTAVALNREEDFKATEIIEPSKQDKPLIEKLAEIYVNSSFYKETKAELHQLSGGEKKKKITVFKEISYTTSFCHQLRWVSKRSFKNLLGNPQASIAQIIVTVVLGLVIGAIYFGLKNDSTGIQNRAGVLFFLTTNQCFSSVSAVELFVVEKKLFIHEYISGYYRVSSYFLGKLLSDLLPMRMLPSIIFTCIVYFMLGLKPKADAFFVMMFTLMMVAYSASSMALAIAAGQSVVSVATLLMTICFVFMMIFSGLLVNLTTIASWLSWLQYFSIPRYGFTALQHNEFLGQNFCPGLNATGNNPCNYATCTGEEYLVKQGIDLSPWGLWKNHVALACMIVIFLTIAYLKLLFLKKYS
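test system = two drug-resistant human cell lines, ABCG2 and ABCB1 | amount = 3 million cells/mL final, two lines in 1:1 ratio | reagent = JC-1 transporter substrate | doses = one concentration, 6.6 µM final | incubation = 10 min at 25 °C | signal = flow cytometric JC-1 green MFI at 530 nm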
Bcl-B Bim block = inhibitors of Bim-Bcl-B interaction, human | Q9HD36 | inhibition, % at 10 µM | bead-based flow cytometry, Bim peptide-Bcl-B binding | hit rate 0.073% among 190,000 | AID 951;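 note: 0% = tracer peptide without compound and 100% = reference inhibitor peptide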
Bcl-XL Bim block = disrupts Bim peptide binding to human Bcl-XL; Q07817; bead flow cytometry, fluorescence; inhibition, % at 10 µM; hit rate 0.04% among 190,000; AID 1007
Target sequence (Q07817 whole entry, looked up): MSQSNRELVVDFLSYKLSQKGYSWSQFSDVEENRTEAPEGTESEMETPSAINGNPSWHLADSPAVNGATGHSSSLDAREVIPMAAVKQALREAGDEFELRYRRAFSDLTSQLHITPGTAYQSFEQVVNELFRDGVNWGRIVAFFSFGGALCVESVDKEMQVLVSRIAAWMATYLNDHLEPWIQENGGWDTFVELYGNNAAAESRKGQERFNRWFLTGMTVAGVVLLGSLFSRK
Bcl-W Bim block = disrupts Bim peptide binding to human Bcl-W; hit rate 0.02% among 190,000; inhibition, % at 10 µM; AID 952; bead-based flow cytometry; Q92843;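 note: 0% = bound tracer without compound and 100% = peptide blocker; higher means less fluorescent Bim peptide bound to Bcl-W beads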
RGS7-Gao = regulators of human RGS7-Galphao interaction | P09471 | Multiplexed bead flow cytometry, RGS7-Galphao binding; actives lie on both sides | binding response (% of control), % at 10 µM | hit rate 0.35% among 220,000 | AID 1439; in the data active = binding response below about 49% or above about 150%; inconclusive = no clear call, values can overlap the other calls; inactive = in between;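 note: fluorescent Galphao held in activated GDP-AlF4 state binding bead-coupled RGS7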
Avidin bead fluor = avidin bead compound fluorescence profile | AID 1775 | Avidin beads, compound fluorescence 488/530 nm, flow cytometry; stronger effect = higher value | hit rate 0.38% among 220,000 | fluorescence (KMESF) at 10 µM; in the data active = fluorescence above about 47; note: inactives centre near 10
GSH bead fluor = compound fluoresces at 488/530 nm on GSH beads | GSH beads flow cytometry, compound fluorescence 488/530 nm; stronger effect = higher value | fluorescence (KMESF) at 10 µM | hit rate 0.25% among 190,000; in the data active = fluorescence above about 89;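 note: glutathione beads carrying GST-tagged Bcl family fusion proteins plus one bare bead set; values are compound well signal with DMSO vehicle wells as background; inactives centre near 16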
The depositor's hits bear a star; ? = inconclusive; / = no result given. Cut-off read from the data, not from the text of the source, unless noted: active = inhibition above about 40%.

Start of the data: the first 9 entries, ahead of the listing:
SMILES | ABCB1 inh | Bfl-1 Bim block | Bcl-2 Bim block | RGS4-Gao reg | ABCG2 block | Bcl-B Bim block | Bcl-XL Bim block | Bcl-W Bim block | RGS7-Gao | Avidin bead fluor | GSH bead fluor
CCOC(=O)c1cccc(NC(=O)CSc2nnc(-c3ccncc3)n2CCCOC)c1 | 0.8 | -8 | -5 | 103 | 5 | -8 | -2 | 2 | 106 | 7 | 59
COc1ccccc1Oc1nc(-c2ccccc2)cc(C)c1S(C)(=O)=O | 0.3 | -3 | -2 | 100 | 1 | -1 | -2 | 0 | 98 | 14 | 58
Cn1cc(S(=O)(=O)CC(=O)Nc2ccc(Br)cc2)c2ccccc21 | 0.7 | -7 | -6 | 97 | 5 | -6 | -8 | -6 | 100 | 25 | 13
CCOc1ccc(NC(=O)c2ccc(CSc3nnnn3C)cc2)cc1 | 0.6 | -15 | -9 | 104 | 5 | -12 | -10 | -5 | 105 | 16 | 12
Cc1cccc(NC(=S)N(CCCN2CCOCC2)C(C)c2cc3ccccc3o2)c1C (stereo not given) | 3.6 | -4 | -2 | 102 | 3 | -7 | -7 | -3 | 99 | 13 | 15
COC(=O)CCNc1ccc2c(c1)OCCO2 | 0.2 | 3 | 4 | 99 | 1 | 2 | 6 | 0 | 97 | 3 | 62
CC(=C/c1ccccc1)/C=N/n1c(-c2ccco2)n[nH]c1=S | -0.5 | 0 | -1 | 102 | -1 | -2 | -1 | 0 | 108 | 40 | 15
Cn1c(SCc2ccc(C#N)cc2Cl)nc2ccccc21 | 0.5 | -1 | 2 | 103 | 1 | 5 | 1 | -2 | 102 | 6 | 18
CC(=O)c1cccc(NC(=O)N2CCCc3ccccc32)c1 | 0.5 | -17 | -11 | 101 | 24 | -9 | -3 | -2 | 98 | 12 | 32

Results (from the top)
SMILES | ABCB1 inh | Bfl-1 Bim block | Bcl-2 Bim block | RGS4-Gao reg | ABCG2 block | Bcl-B Bim block | Bcl-XL Bim block | Bcl-W Bim block | RGS7-Gao | Avidin bead fluor | GSH bead fluor
CCOC(=O)c1cccc(NC(=O)CSc2nnc(-c3ccncc3)n2CCCOC)c1 | 0.8 | -8 | -5 | 103 | 5 | -8 | -2 | 2 | 106 | 7 | 59
COc1ccccc1Oc1nc(-c2ccccc2)cc(C)c1S(C)(=O)=O | 0.3 | -3 | -2 | 100 | 1 | -1 | -2 | 0 | 98 | 14 | 58
Cn1cc(S(=O)(=O)CC(=O)Nc2ccc(Br)cc2)c2ccccc21 | 0.7 | -7 | -6 | 97 | 5 | -6 | -8 | -6 | 100 | 25 | 13
CCOc1ccc(NC(=O)c2ccc(CSc3nnnn3C)cc2)cc1 | 0.6 | -15 | -9 | 104 | 5 | -12 | -10 | -5 | 105 | 16 | 12
Cc1cccc(NC(=S)N(CCCN2CCOCC2)C(C)c2cc3ccccc3o2)c1C (stereo not given) | 3.6 | -4 | -2 | 102 | 3 | -7 | -7 | -3 | 99 | 13 | 15
COC(=O)CCNc1ccc2c(c1)OCCO2 | 0.2 | 3 | 4 | 99 | 1 | 2 | 6 | 0 | 97 | 3 | 62
CC(=C/c1ccccc1)/C=N/n1c(-c2ccco2)n[nH]c1=S | -0.5 | 0 | -1 | 102 | -1 | -2 | -1 | 0 | 108 | 40 | 15
Cn1c(SCc2ccc(C#N)cc2Cl)nc2ccccc21 | 0.5 | -1 | 2 | 103 | 1 | 5 | 1 | -2 | 102 | 6 | 18
CC(=O)c1cccc(NC(=O)N2CCCc3ccccc32)c1 | 0.5 | -17 | -11 | 101 | 24 | -9 | -3 | -2 | 98 | 12 | 32
O/C(=C\c1ccc2ccccc2n1)c1ccc(O)cc1O | -0.7 | -3 | 0 | 102 | -1 | -1 | -2 | -1 | 100 | 26 | 7
CCOc1ccc(NC(=O)c2ccc(Br)o2)c([N+](=O)[O-])c1 | 0.6 | -1 | 0 | 104 | 6 | -2 | -1 | 1 | 99 | 15 | 29
O=C(Nc1nc(-c2ccc(S(=O)(=O)N3CCCCCC3)cc2)cs1)c1ccccc1 | 0.1 | -8 | -7 | 100 | 0 | -6 | 5 | 4 | 97 | 9 | 32
COc1ccc(CCNC(=O)CSCc2ccc([N+](=O)[O-])cc2)cc1OC | / | -2 | -4 | 101 | 6 | -9 | -8 | -5 | 101 | 7 | 12
CCOC(=O)c1c(NC(=O)CSc2nnc(Cc3ccccc3)o2)sc(C)c1C | 1.3 | 10 | 8 | 96 | 11 | -12 | -13 | -9 | 99 | 5 | 17
Cc1oc2ccccc2c1-c1cn2c(n1)SCC2 | 0.0 | 0 | -2 | 104 | 0 | 1 | -3 | 0 | 102 | 35 | 13
CCOC12CC(C)(C)CC(C)(CC3=C1C(=O)CC(C)(C)C3)C2 (stereo not given) | 1.0 | -1 | -4 | 103 | 7 | -4 | -5 | -2 | 101 | 15 | 10
CCOc1cc(/C=N/n2cnnc2)cc(Br)c1O | 0.2 | 0 | -6 | 102 | 2 | -7 | -8 | -4 | 100 | 26 | 13
Cc1cc(C)cc(C(=O)NCC(=O)OCC(=O)NCc2ccco2)c1 | -0.4 | -1 | -2 | 96 | 0 | -1 | -1 | -1 | 98 | 23 | 56
Cc1ccccc1NC(=O)CSc1[nH]c(=O)cc(C)c1C#N | -1.9 | -4 | -2 | 102 | -3 | 1 | -1 | 3 | 102 | 9 | 21
Cc1ccc(N(C(=O)Nc2ccccc2)C2=NCC(C)S2)cc1 (stereo not given) | 1.2 | -10 | -6 | 101 | 3 | -5 | -4 | 4 | 102 | 7 | 24
Cc1cc(=O)[nH]c(SCC(=O)NCC2CCCCC2)c1C#N | -1.0 | 2 | 0 | 102 | 3 | 2 | 1 | 0 | ? | 10 | 14
C#CCOc1ccc(/C=C2\SC(=S)N(Cc3cccnc3)C2=O)cc1 | / | 0 | 2 | 96 | -4 | -5 | -2 | -2 | 96 | 5 | 10
CCC(=O)Nc1nn(C)c2nc3c(C)cccc3cc12 | 0.4 | -11 | -6 | 101 | 25 | 0 | 0 | 3 | 100 | 32 | 18
COc1ccc2nc(-n3c(C)ccc3C)sc2c1 | 1.1 | -7 | -9 | 99 | 23 | -10 | -5 | -1 | 96 | 7 | 12
Cc1cc(C(=O)COC(=O)CNC(=O)c2ccccc2)c(C)n1CC1CCCO1 (stereo not given) | 0.2 | -5 | 0 | 97 | 1 | 6 | -1 | 2 | 96 | 12 | 24
(cont.)
SMILES | ABCB1 inh | Bfl-1 Bim block | Bcl-2 Bim block | RGS4-Gao reg | ABCG2 block | Bcl-B Bim block | Bcl-XL Bim block | Bcl-W Bim block | RGS7-Gao | Avidin bead fluor | GSH bead fluor
CCOC(=O)CCn1cc(F)c(=O)[nH]c1=O | 0.1 | -3 | -1 | 99 | 13 | -1 | -1 | 0 | 101 | 13 | 8
O=C(C1=C[C@@H](c2csc3ccccc23)C[C@@H](OCc2ccc(CO)cc2)O1)N1CCN(Cc2ccccc2)CC1 | 4.6 | -2 | -3 | 110 | 9 | -5 | -2 | 1 | 108 | 6 | 17
CC1(C)Cc2c(c(N3CCOCC3)nc3snc(N)c23)CO1 | 1.0 | 0 | -3 | 83 | 5 | -7 | 0 | 0 | 91 | 11 | 26
CCOc1ccc(NC(=S)NC(=O)/C=C/c2ccc(OC)cc2)c([N+](=O)[O-])c1 | -0.4 | -12 | -3 | 98 | 8 | -13 | -16 | -7 | 94 | 12 | 17
C#CCOc1ccc(C2C3=C(COC3=O)Nc3cc4c(cc32)OCO4)cc1OC (stereo not given) | 1.9 | 3 | 4 | 109 | 0 | 6 | 3 | 6 | 116 | 3 | 9
CCN(CC)CCn1c(=S)[nH]c2cc3c(cc2c1=O)OCO3 | 0.2 | 1 | 3 | 98 | 1 | -14 | 0 | 1 | 101 | 13 | 22
Cc1sc2ncnc(SCc3ccc(C(=O)O)cc3)c2c1C | 1.1 | -3 | 0 | 95 | 14 | -4 | -1 | -2 | 93 | 10 | 24
CCOC(=O)CSc1ncc(OC)c(=O)[nH]1 | 0.0 | 0 | 1 | 78 | 0 | -5 | 0 | -2 | 87 | 1 | 46
COc1ccccc1-n1cnc2cc(NS(=O)(=O)c3ccc(Br)cc3)ccc21 | 2.7 | -15 | -9 | 100 | 33 | -13 | -11 | 0 | 99 | 14 | 35
Cc1ccc(C(=O)Nc2ccc(O)cc2C(=O)O)cc1 | -0.5 | -6 | -4 | 96 | 0 | -6 | -7 | 3 | 91 | 6 | 37
COCCCNC(=O)Cn1c(=O)n(Cc2ccc(C(=O)NCCc3ccc(OC)c(OC)c3)cc2)c(=O)c2ccccc21 | 0.0 | 1 | 2 | 102 | 2 | 1 | -2 | -4 | 102 | 10 | 15
Cc1ccc(/C=N/NC(=O)Cc2c[nH]c3ccccc23)c(C)c1 | 0.0 | -9 | -7 | 100 | 1 | -5 | 5 | 3 | 100 | 9 | 64
Cn1c(SCn2nnc3ccccc3c2=O)nc2ccccc2c1=O | 3.5 | 2 | 0 | 100 | 4 | -1 | -5 | -1 | 101 | 11 | 13
COCCNC(=O)NC12CC3CC(CC(C3)C1)C2 | 6.9 | -1 | 0 | 99 | 3 | -1 | -2 | -3 | 102 | 11 | 22
CC(C)CCOc1ccc(-c2c(=O)n(OCc3ccc([N+](=O)[O-])cc3)c3ccccc3[n+]2[O-])cc1 | 1.1 | 0 | -1 | 99 | 4 | 1 | -2 | 1 | 101 | 43 | 17
O=C1C2C3C=CC(C4CC34)C2C(=O)N1/N=C/c1c[nH]c2ccccc12 (stereo not given) | 0.4 | -7 | -6 | 101 | 2 | -4 | 0 | -4 | 102 | 8 | 15
O=C(COc1ccc([N+](=O)[O-])cc1)NCc1ccccc1 | -0.2 | -2 | -2 | 102 | 0 | -1 | -1 | -1 | 105 | 10 | 22
CCOC(=O)c1c(C)c(C(=O)NCCN2CCOCC2)c(C)n1C | 0.3 | -16 | -9 | 101 | 3 | -6 | -5 | 2 | 97 | 32 | 24
Cc1cccc2cc(CN(Cc3ccccc3)C(=O)N(C)C)c(=O)[nH]c12 | 1.4 | 0 | 1 | 103 | 4 | 0 | 0 | -1 | 102 | 17 | 8
NC(=O)c1ccc(NC(=O)COC(=O)c2ccccc2Nc2ccccc2)cc1 | 0.0 | 1 | -2 | 99 | 0 | 0 | 0 | 0 | 101 | 9 | 16
Clc1ccc(NC2=NCCCCC2)cc1 | 0.6 | 0 | 0 | 96 | 2 | -2 | 0 | 1 | 95 | 22 | 19
CC(=O)Nc1ccc(C(=O)N/N=C/c2ccccc2OCc2ccccc2)cc1 | 0.1 | -9 | 1 | 91 | 1 | -3 | 0 | -2 | 67 | 4 | 18
C1=C(CCNC2=NCCCCC2)CCCC1 | 0.2 | -6 | -7 | 99 | 0 | -1 | -7 | -7 | 100 | 9 | 17
Cc1ccccc1S(=O)(=O)c1c(C)cc(C)n(CC(C)C)c1=O | 1.6 | -3 | -5 | 98 | 6 | 0 | 0 | 0 | 102 | 19 | 10

Screening results (PubChem)

No enrichment for hits. Share with any hit: about 1.3%.
